High-throughput results (PubChem BioAssay)
B2AR arrestin ag = agonists recruiting beta-arrestin to human beta2-adrenergic receptor; HTLA Tango cells, beta-arrestin recruitment, luciferase luminescence, 18 h; AID 1347077; Potency, µM (titrated, usually from 46.1 µM), inactives show at the top dose activation, most hits filed as activators; 44,000 tested, under 10 active;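 also: potency is read from the fitted curve at half-maximal effect; 0% = DMSO and full agonism = EC100 isoproterenol or metaproterenol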
Target sequence (P07550 whole entry, looked up): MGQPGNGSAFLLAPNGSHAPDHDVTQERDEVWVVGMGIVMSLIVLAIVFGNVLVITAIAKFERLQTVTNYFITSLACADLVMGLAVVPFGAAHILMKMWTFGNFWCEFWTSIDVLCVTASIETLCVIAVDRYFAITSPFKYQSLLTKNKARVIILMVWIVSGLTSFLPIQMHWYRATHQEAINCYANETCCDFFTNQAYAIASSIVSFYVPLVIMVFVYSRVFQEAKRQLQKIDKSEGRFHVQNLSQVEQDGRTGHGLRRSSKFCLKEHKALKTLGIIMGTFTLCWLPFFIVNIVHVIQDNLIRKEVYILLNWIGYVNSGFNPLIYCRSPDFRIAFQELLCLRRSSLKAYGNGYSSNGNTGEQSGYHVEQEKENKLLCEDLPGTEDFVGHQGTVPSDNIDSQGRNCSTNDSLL
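First, Tango cells carrying beta2-AR and beta-arrestin fusions received compound up to 46 microM. After 18 hr at 37 degrees C, luciferase substrate was added for 15 minutes, then luminescence gave %Activity for curve fitting.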
GALK inhibitor = inhibitors of human galactokinase (GALK); P51570; Potency, µM (titrated, usually from 57.5 µM), for inactives: top-dose activity, negative = inhibition, actives largely listed as inhibitors; 44,000 tested, under 10 active; recombinant GALK, Kinase-Glo ATP luminescence, 1 h;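 also: plate controls were full GALK reaction for no effect and reaction lacking GALK for full effect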
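Human GALK (5 nM) was incubated with 35 uM ATP and 100 uM galactose in 20 mM HEPES pH 8.0 with MgCl2, NaCl, DTT and BSA for 1 h at room temperature. Remaining ATP was measured by Kinase-Glo Plus luminescence.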
p53null 32C tox = p53 null cell cytotoxicity, permissive temperature. H1299-neo p53 null cells, ATP luminescence, 24 h, 32C. Potency, µM (titrated, usually from 46.1 µM), without a hit: at the highest dose activity change, negative = cytotoxicity, hits mostly cytotoxic. 55,000 tested, 0.62% active. AID 903;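 also: potency is read from the fitted curve at half-maximal effect; 0% = DMSO only and -100% = full killing by 100 µM tamoxifen; nearly all actives have a fitted effect of over 55% in size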
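Cells lacking p53 (H1299-neo) are plated at 600 per well and allowed to settle overnight at 37C. Test compounds (up to 46 uM) are added and held 24 hours at 32C, then ATP is quantified by luminescence.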
p53null 39C tox = selectivity test: cytotoxicity in p53 null cells, nonpermissive temperature | AID 904 | Potency, µM (doses to about 46.1 µM), for the others: at the highest dose activity, negative = cell killing, actives largely listed as cytotoxic | 55,000 tested, 0.97% active | H1299 p53-null (neo) cells, 39C, ATPlite viability, 24 h;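 also: potency is read from the fitted curve at half-maximal effect; 0% = DMSO only and -100% = full killing by 100 µM tamoxifen; nearly all actives have a fitted effect of over 50% in size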
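H1299 lung cancer cells, p53-null (H1299-neo) or expressing p53 A138V (H1299-p53A138V), were plated overnight at 37C, then exposed to compounds at up to 46 uM for 24 hr at 39C. Viability was read by ATP-based luminescence.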
NTMT1 inhibitor = NTMT1 methyltransferase inhibition | NTMT1 MTase-Glo SAH luminescence, purified enzyme | Potency, µM (highest dose often 114 µM), inactives show at the top dose activity change, negative = inhibition, actives largely listed as inhibitors | 59,000 tested, 2.5% active;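 also: potency is read from the fitted curve at half-maximal effect; plate controls were DMSO vehicle for no effect and no enzyme for full effect; nearly all actives have a fitted effect of over 65% in size; many of its hits are not listed in these tables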
Target sequence (Q9BV86 whole entry, looked up): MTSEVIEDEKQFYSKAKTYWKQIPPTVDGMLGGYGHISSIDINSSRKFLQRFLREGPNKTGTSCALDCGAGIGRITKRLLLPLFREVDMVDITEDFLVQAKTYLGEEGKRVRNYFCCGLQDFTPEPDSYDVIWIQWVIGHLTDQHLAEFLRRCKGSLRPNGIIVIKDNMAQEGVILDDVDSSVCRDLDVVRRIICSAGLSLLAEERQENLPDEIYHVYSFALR
TSG101-PTAP inh = TSG101-PTAP interaction inhibition, HIV-1 budding | Potency, µM (top dose mostly 115 µM), for the others: top-dose activity change, negative = inhibition, most hits filed as inhibitors | Fluorescence polarization, FITC-PTAP peptide/Tsg101, 20 min | Q99816 | 44,000 tested, under 10 active; also: potency is read from the fitted curve at half-maximal effect; 0% is about no effect
Target sequence (Q99816 whole entry, looked up): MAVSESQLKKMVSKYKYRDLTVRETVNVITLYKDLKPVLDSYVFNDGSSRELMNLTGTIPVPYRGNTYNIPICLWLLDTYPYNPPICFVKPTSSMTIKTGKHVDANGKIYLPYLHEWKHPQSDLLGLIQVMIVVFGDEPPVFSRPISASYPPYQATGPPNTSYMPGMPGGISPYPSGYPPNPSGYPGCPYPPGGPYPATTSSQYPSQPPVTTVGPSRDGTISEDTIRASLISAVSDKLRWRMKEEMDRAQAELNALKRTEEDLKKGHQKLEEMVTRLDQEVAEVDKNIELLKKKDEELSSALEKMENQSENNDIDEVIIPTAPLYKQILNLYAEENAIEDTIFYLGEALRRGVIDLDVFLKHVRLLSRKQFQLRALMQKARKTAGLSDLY
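Steps: Tsg101 binding domain (10 uM final) in HEPES pH 7.5/NaCl/Tween 20/EDTA/TCEP; add compound; add FITC-PTAP peptide (50 nM final); incubate 20 min r.t.; read polarization.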
FH mod = Identification of activators of human fumarate hydratase by quantitative high-throughput screening; Fumarate hydratase, mitochondrial (Homo sapiens), P07954; FH coupled MDH/diaphorase resazurin fluorescence, 15 min; Potency, µM (series often up to 79.9 µM), inactives show at the top dose activity change, negative = inhibition, hits mostly inhibitors; 54,000 tested, 0.22% active; also: potency is read from the fitted curve at half-maximal effect; % is scaled to controls: 0 for no effect and ±100 for the full control effect; the screen sought activators but most active calls are inhibition curves; nearly all actives have a fitted effect of over 45% in size
The depositor's hits bear a star; ? = inconclusive; nt = no result given; [ ] = another dose, or the depositor's remark. Calls follow the shape of the dose curve; as a rule, active = well fitted curve in the direction sought with a large enough effect; inconclusive = small, poorly fitted or top-dose-only effect, or another doubt; inactive = no such curve, though single readings can be large; an effect the other way counts as inactive or inconclusive. Only part of the results is shown; count on the stated rates, not on these rows.

Results follow in this order: GALK inhibitor | B2AR arrestin ag | p53null 32C tox | NTMT1 inhibitor | FH mod | TSG101-PTAP inh | p53null 39C tox
COc1ccc2c(CNCc3ccccc3OC)c(C(=O)O)n(Cc3ccc(F)cc3Cl)c2c1
→ 2% | 0% | -1% | 0% | ? | 1% | -20%
Cc1cc(C)cc(OCC(=O)N(Cc2ccc(Cl)cc2)C2CCS(=O)(=O)C2)c1 (configuration not stated)
→ 0% | 0% | 13% | 3% | -7% | -2% | -9%
COc1ccc(CNC(=O)CCc2c(C)nc3c4cccnc4nn3c2C)cc1
→ 7% | 1% | -1% | 15% | -10% | 1% | -5%
Cc1ccc(NC(=O)C2(c3cccs3)CCOCC2)cc1Cl
→ -7% | -4% | -5% | 3% | -16% | -6% | -11%
CC1CCN(S(=O)(=O)c2ccc3c(c2)CCN3)CC1
→ 0% | -1% | 8% | 3% | -22% | -8% | 25%
CCOCCCNC(=O)c1c(NC(=O)Cc2coc3c(C)c(C)ccc23)sc2c1CCC2
→ -12% | 0% | 0% | -2% | -10% | -6% | -2%
COc1cc(NC(=O)Cc2c(C(=O)O)c(C)cn2C)cc(OC)c1
→ 0% | -1% | 4% | 5% | 7% | -7% | 18%
CCOc1ccc(C(=O)c2cn(CC(=O)Nc3ccc(F)cc3)c3cc4c(cc3c2=O)OCCO4)cc1
→ -2% | 1% | 8% | 17% | -8% | 2% | -26%
COc1ccc(S(=O)(=O)Nc2cc(-c3cn4ccc(C)cc4n3)ccc2C)cc1OC
→ 3% | -1% | -2% | -3% | -25% | -4% | -25%
CC(=O)Nc1ccc(C)cc1-c1nc2ccccc2n(CC(=O)c2ccc(Cl)cc2)c1=O
→ 4% | -1% | 2% | -1% | -10% | 2% | 18%
Cc1ccc(NC(=O)c2ccc(F)c(S(=O)(=O)NCCc3ccccc3)c2)cc1F
→ -2% | -1% | 55%[activator] | 2% | ? | -1% | 20%
CCc1cccc(NC(=O)C2Cc3ccccc3N2C(=O)c2ccccc2)c1 (configuration not stated)
→ -1% | 0% | ? | ? | 4% | -5% | 3%
Cc1ccc(N2CCN(c3nc4ccccc4c4nnc(C)n34)CC2)c(C)c1
→ 1% | 0% | -5% | 6% | 3% | 2% | 4%
COc1cccc(N(Cc2nnc3n2CCCCC3)C(=O)Nc2ccccc2)c1
→ 4% | -1% | -15% | 3% | -18% | 1% | 15%
CC1=C(c2cccc(Cl)c2)S(=O)(=O)NC1=NCc1ccccc1C
→ -1% | -1% | 4% | 3% | -5% | -4% | -8%
COc1ccc(CNC(=O)CN2N=C(c3ccccc3)CCC2=O)c(OC)c1
→ -5% | 0% | 0% | -17% | -1% | -2% | 10%
CCN(c1ccc(C)cc1)S(=O)(=O)c1nnc(NC(=O)c2cccs2)s1
→ -7% | 3% | 8% | 14% | -5% | -3% | ?
Cc1c(Cl)cccc1NC(=O)c1cc(-c2cccs2)on1
→ -1% | 0% | 8% | -8% | -2% | -2% | 11%
O=C(CCC(=O)N1CCSc2ccccc21)Nc1ccc(Cl)cc1
→ -8% | -1% | 9% | -2% | ? | -1% | ?
CCS(=O)(=O)c1nc(S(=O)(=O)c2ccc(C)cc2)c(NCc2ccccc2Cl)s1
→ 4% | -3% | 6% | -18% | -22% | 0% | -3%
COc1ccccc1N1CCN(S(=O)(=O)CCNC(=O)Cc2ccc(Cl)cc2)CC1
→ 1% | 0% | 7% | -1% | -9% | 1% | -8%
COC(=O)c1ccc(NC(=O)CC2C(=O)N(c3cccc(F)c3)C(=O)N2CC(C)C)cc1 (configuration not stated)
→ 0% | 6% | -6% | 9% | -5% | 0% | -14%
Cc1ccc2oc(C(=O)Nc3nc(-c4ccc(F)cc4)ns3)c(C)c2c1
→ 7% | -1% | -12% | 7% | 2% | 0% | -22%
Cc1cccc(NC(=O)CSc2nnc3scc(-c4ccccc4)n23)c1
→ 3% | 0% | -3% | -8% | -7% | -11% | 29%
CCOC(=O)c1c(C)[nH]c(C)c1S(=O)(=O)NCC(=O)N1CCN(c2cccc(C)c2)C(C)C1 (configuration not stated)
→ 1% | 2% | 6% | 22% | -4% | 0% | -12%
Cc1ccccc1OCC(=O)N1CCC(c2nc3ccccc3s2)CC1
→ -2% | -3% | 2% | 19% | -5% | 1% | -14%
COc1ccc(C2=NN(CCC(=O)NCCc3ccccc3)C(=O)CC2)cc1
→ 2% | 4% | 8% | -2% | -3% | -3% | 12%
O=C(NCCc1ccccc1Cl)c1ccc(Cn2c(=O)c3cccn3c3cccnc32)cc1
→ 0% | 1% | ? | ? | 7% | 5% | 10µM*
CCOc1ccc(C(=O)OCc2cc(=O)n3nc(C4CCCCC4)sc3n2)cc1
→ -1% | 1% | 10% | -2% | -19% | 2% | -21%
CCCNC(=O)c1ccc(-n2c(-c3ccccc3)cc3c2CCC(C)C3)cc1 (configuration not stated)
→ -2% | 3% | 0% | 2% | -9% | -2% | 44%[activator]
CCOC(=O)c1cnc2c(ccc3ccccc32)c1Nc1ccccc1OCC
→ 0% | 0% | 10% | -1% | 1% | -8% | -8%
Cc1ccc(-c2nc3sc(CCNC(=O)c4ccc(C)c(C)c4)c(C)n3n2)cc1
→ 3% | 0% | -12% | 22% | -2% | -1% | 33%[activator]
COc1ccccc1NC(=O)C1=C(C)Nc2ncnn2C1c1ccccc1C(=O)O (configuration not stated)
→ 7% | 1% | 7% | -10% | -35% | -11% | -10%
Cc1ccc(S(=O)(=O)c2nc(-c3cccs3)oc2SC(C)c2ccccc2)cc1 (configuration not stated)
→ -5% | 0% | 1% | 5% | -27% | 16% | 4%
Cc1ccc(-n2c(/C=C/c3c(C)n(C)c4ccccc34)nc3ccccc3c2=O)cc1
→ 1% | 0% | -8% | 12% | -7% | 3% | -12%
Cc1ccc(S(=O)(=O)C(CNS(=O)(=O)c2cc(F)ccc2F)c2cccs2)cc1 (configuration not stated)
→ -3% | -3% | 5% | -1% | -7% | 1% | ?
Cc1nnc(NCc2ccc(F)cc2)c2c1nnn2Cc1ccccc1Cl
→ 3% | 1% | -1% | 0% | -18% | -1% | 1%
COC(=O)c1ccccc1NC(=O)CSc1nc2sc3c(c2c(=O)[nH]1)CCCC3
→ 6% | -1% | 16% | ? | -1% | -8% | -23%
Cn1c(SCC(=O)N2CCCc3ccccc32)ncc(C(=O)Nc2ccccc2)c1=O
→ 0% | -2% | -1% | -14% | -10% | 3% | 25%
COc1ccc(-c2nsc(NC(=O)c3ccccc3Br)n2)cc1
→ 8% | -2% | 2% | -3% | -21% | -1% | -3%

As entered above:
`COc1ccccc1NC(=O)C1=C(C)Nc2ncnn2C1c1ccccc1C(=O)O` (configuration not stated) | FH mod = -35%
`Cc1cc(C)cc(OCC(=O)N(Cc2ccc(Cl)cc2)C2CCS(=O)(=O)C2)c1` (configuration not stated) | GALK inhibitor = 0%

Next compounds:
Results follow in this order: GALK inhibitor | B2AR arrestin ag | p53null 32C tox | NTMT1 inhibitor | FH mod | TSG101-PTAP inh | p53null 39C tox
Cc1ccc(OCC(=O)OC2=C(C(=O)c3ccccc3)N(C)S(=O)(=O)c3ccccc32)cc1
→ 0% | 1% | -5% | ? | -13% | -3% | -8%
Cc1nnc(N2CCN(c3cccc(Cl)c3)CC2)c2c1nnn2Cc1ccc(F)cc1
→ -5% | -2% | 0% | 3% | -24% | 0% | -13%
Cc1ccc(C)c(Nc2cc(C(=O)NC3CCCC3)c3ccccc3n2)c1
→ 0% | 1% | 0% | 10% | 2% | -7% | -5%
Cc1oc2ccc(O)c(CN3CCCCCC3)c2c1C(=O)Nc1cccc(C(F)(F)F)c1
→ 2% | 0% | 1% | -5% | -18% | -13% | ?
COCC(=O)Oc1c(Sc2ccc(C)cc2)c(C)nn1C(C)(C)C
→ 6% | -2% | 3% | -7% | 0% | -2% | -15%
COc1ccc(NC(=O)CSc2nc(-c3ccco3)cc(C(F)(F)F)n2)cc1
→ 3% | 0% | 14% | 14% | 3% | -2% | -24%
COc1ccc(NC(=O)C(Cc2ccccc2)NS(=O)(=O)c2ccc3c(c2)CCC(=O)N3)c(OC)c1 (configuration not stated)
→ 9% | 1% | -4% | 5% | -32% | 3% | -12%
O=C(COc1ccccc1)OCc1cc(=O)n2nc(-c3cccs3)sc2n1
→ 2% | -1% | 3% | -11% | 5% | -6% | 17%
O=C(Nc1ccccc1C(F)(F)F)C1CCN(S(=O)(=O)c2ccccc2)CC1
→ -1% | 0% | 0% | 2% | 3% | -8% | -4%
CCn1c(C)c(C)c2cc(C(=O)NCc3ccc(F)cc3)ccc21
→ 0% | 1% | 4% | 1% | -19% | 0% | -16%
Cc1ccc(C)c(NS(=O)(=O)c2ccc3c4c(cccc24)C(=O)N3)c1
→ 0% | -1% | ? | 45µM* | ? | -2% | ?
CCc1ccc(Oc2c(C(F)(F)F)oc3c(CN4CCN(CC)CC4)c(O)ccc3c2=O)cc1
→ 0% | 1% | -6% | 1% | 0% | -2% | -11%
COc1ccc(NC(=O)CN(c2ccc(C)cc2)S(=O)(=O)c2cccc3nonc23)cc1OC
→ 1% | 1% | 15% | 2% | -24% | 2% | ?
COc1ccc(Br)c(C(=O)Nc2cc3c(cc2N2CCOCC2)n(C)c(=O)n3C)c1
→ 1% | -1% | -6% | nt | nt | -2% | -28%
COc1ccc(CNC(=O)C(C)n2nc(C)c3c(C)n(-c4ccccc4)nc3c2=O)c(OC)c1 (configuration not stated)
→ 2% | 2% | 13% | -3% | -17% | 3% | 18%
CCOc1ccc(-n2ccnc2SCC(=O)Nc2ccc(OC)cc2OC)cc1
→ 1% | 1% | -4% | 9% | 1% | -3% | 14%
Cc1cc(=O)[nH]c2nnc(SCc3c(F)cccc3Cl)n12
→ -1% | -2% | -9% | 5% | -11% | -6% | 11%
CC(=O)N1c2ccc(S(=O)(=O)Nc3ccc(C)c(Cl)c3)cc2CC1C (configuration not stated)
→ 1% | 0% | 24% | ? | -5% | -11% | -25%
Cc1cc(C)cc(N(CC(=O)Nc2ccc(C)cc2Cl)S(=O)(=O)c2c(C)[nH]c(=O)[nH]c2=O)c1
→ 9% | 1% | -11% | 19% | -16% | -6% | -27%
Cc1c(CNC2CCCCC2)c(C(=O)O)c(C)n1Cc1ccc(Cl)cc1
→ 0% | -3% | 2% | 1% | 1% | 1% | -9%
COc1cc2ccccc2cc1C(=O)Nc1ccc2oc(-c3cccc(Cl)c3Cl)nc2c1
→ 0% | 0% | 3% | 79µM* | -9% | 7% | 37%[activator]
COc1ccc(OC)c(CNC(=O)c2c(C)oc3ncn(CC(C)C)c(=O)c23)c1
→ ? | 0% | 5% | -6% | -21% | -7% | -8%
Cc1ccccc1NC(=O)Cn1nc(-c2ccccc2)nc(Cc2ccccc2)c1=O
→ -3% | -3% | -1% | 6% | 0% | -2% | -8%
CCN(CC)CCNC(=O)c1ccc2c(=O)n3nc(Nc4cccc(Cl)c4C)sc3nc2c1
→ 0% | 1% | ? | ? | -9% | -2% | 20µM*
